# Bioassay records deposited in PubChem by National Center for Advancing Translational Sciences (NCATS).
# D1 antagonist: blocks dopamine activation of the human D1 receptor. HEK293 TREx D1 cells, calcium flux, dopamine EC80; stronger effect = lower value. AID 504652. actives 3.2% (n = 360,000). activity change, negative = inhibition, % at 10 µM; in the data active means activity change below about -30%; further: on the % scale 0 is the no-effect control and ±100 the full control effect
# Target sequence (P21728 whole entry, looked up): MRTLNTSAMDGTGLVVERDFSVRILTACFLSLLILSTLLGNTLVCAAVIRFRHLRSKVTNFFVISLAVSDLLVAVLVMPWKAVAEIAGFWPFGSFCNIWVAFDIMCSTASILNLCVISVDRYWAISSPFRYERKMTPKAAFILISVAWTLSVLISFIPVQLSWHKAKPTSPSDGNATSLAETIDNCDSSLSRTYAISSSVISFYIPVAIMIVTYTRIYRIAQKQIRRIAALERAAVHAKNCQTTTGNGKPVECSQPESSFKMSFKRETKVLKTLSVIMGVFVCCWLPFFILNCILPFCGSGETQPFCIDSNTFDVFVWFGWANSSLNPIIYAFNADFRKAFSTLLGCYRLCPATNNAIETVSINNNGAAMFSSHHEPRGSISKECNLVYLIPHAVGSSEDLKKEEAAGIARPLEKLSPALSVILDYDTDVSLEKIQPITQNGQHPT
#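 HEK293 T-REx cells expressing inducible, force-coupled D1 receptor; no-wash Ca dye, 30–90 min RT. Cmpd → 180 s read at 1 Hz → EC80 DA → 180 s read.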
# D2 antag: antagonists of human D2 dopamine receptor. P14416. inhibition, % at 10 µM. actives 2% (n = 340,000). HEK293 TREx D2 cells, calcium flux, dopamine EC80; in the data active means inhibition above about 30%; further: 0% is about no effect
# Target sequence (P14416 whole entry, looked up): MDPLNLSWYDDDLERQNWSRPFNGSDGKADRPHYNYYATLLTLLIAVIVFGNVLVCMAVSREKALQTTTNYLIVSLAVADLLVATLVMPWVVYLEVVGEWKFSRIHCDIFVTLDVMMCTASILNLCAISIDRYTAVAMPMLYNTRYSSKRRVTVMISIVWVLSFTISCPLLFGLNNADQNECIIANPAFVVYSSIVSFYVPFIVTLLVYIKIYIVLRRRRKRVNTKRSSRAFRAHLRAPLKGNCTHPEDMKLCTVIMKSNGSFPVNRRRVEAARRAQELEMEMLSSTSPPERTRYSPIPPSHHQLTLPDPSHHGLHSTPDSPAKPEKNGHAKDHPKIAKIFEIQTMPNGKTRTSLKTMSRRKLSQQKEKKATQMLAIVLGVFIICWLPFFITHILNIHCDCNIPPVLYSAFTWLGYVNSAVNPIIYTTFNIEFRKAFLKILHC
#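 Cells plated overnight at 30 C with tetracycline; no-wash calcium dye, 30–90 min RT; 10 s baseline; compound pinned; 180 s read; EC80 dopamine added; another 180 s read.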
# TRHR PAM: allosteric enhancers of human TRH receptor; enhancement, % at 2 µM; P34981; TRHR cells, fluo-8 calcium fluorescence, EC20 TRH enhancement; actives 0.66% (n = 360,000); AID 493056; in the data active means enhancement above about 30%; further: 0% is about no effect
#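 Enhancer read-out: after compound pinning and an initial kinetic agonist-mode read, an EC20 of TRH (10 nM final) was injected and fluo-8 calcium signal (Ex 480/Em 530) followed at 1 s/cycle for 100 cycles in TRHR-expressing cells.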
# D1 agonist: activates the human D1 dopamine receptor | P21728 | HEK293 T-REx D1 cells, calcium flux, agonist mode | activation, % at 2 µM | actives 1% (n = 360,000); further: 0% is about no effect
#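 Inducible HEK293 T-REx D1 cells, force-coupled to calcium signalling, were plated at 4000 cells/well with tetracycline and held overnight at 30 C. After no-wash calcium dye loading, compound-evoked calcium rise over 180 s flagged agonists.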
# D1 PAM: enhances dopamine response at the human D1 receptor. AID 504651. P21728. HEK293 TREx D1 cells, calcium flux, dopamine EC20 potentiation. potentiation, % at 10 µM. actives 0.036% (n = 360,000); in the data active means potentiation above about 30%; further: 0% is about no effect
# D2 ag: agonists of human D2 dopamine receptor; HEK293 T-REx D2 cells, calcium flux agonist mode; activation, % at 2 µM; actives 0.53% (n = 340,000); AID 485358;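 active means activation over 3 SD above normal in the single-dose calcium agonist read, cut at about 30% in these data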; further: 0% is about no effect
#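 Tetracycline-induced HEK293 T-REx cells with force-coupled D2 receptor, plated overnight at 30 C, loaded with no-wash calcium dye. After a 10 s baseline, compound was pin-added and calcium flux read kinetically for 180 s; calcium rises flagged agonists.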
# RXFP1 antagonist: RXFP1 (human) relaxin receptor antagonism; Q9HBX9; HEK293-RXFP1, relaxin-stimulated cAMP HTRF, 30 min; stronger effect = lower value; activity change, negative = inhibition, % at 57.5 µM; actives 0.59% (n = 350,000); AID 1259400;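 active means activity change of -60% or lower, but not beyond a set lower limit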; further: on the % scale 0 is the no-effect control and ±100 the full control effect
# D2 potentiator: positive allosteric modulators of human D2 dopamine receptor | potentiation, % at 10 µM | AID 485347 | P14416 | HEK293 T-REx D2, calcium flux, EC20 dopamine potentiation | actives 0.34% (n = 340,000);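 active means potentiation over 3 SD above the plate norm, cut at about 30% in these data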; further: 0% is about no effect
#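 Potentiation of an EC20 dopamine calcium response measured kinetically over 180 s, after a preceding 180 s compound-only read flagging agonists. Cells: inducible Hek293 Trex D2 line, 4000/well, cultured overnight at 30 C before dye loading.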
# TRHR ag: TRH receptor (human) agonism. activation, % at 2 µM. TRHR cells, calcium flux fluo-8, FDSS agonist mode. P34981. actives 0.18% (n = 360,000); further: 0% is about no effect
#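 In this calcium-flux screen, cells bearing human TRHR are dye-loaded with fluo-8, baselined for 10 cycles, then exposed to library compounds; positive kinetic calcium responses during the agonist phase mark hits, with TRH as control.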
# * marks the source's active call; other numbers are inactive results; nt = no result given. Unless noted, no stated cut-off is given here; in the data, active means activation above about 30%; inactive means the rest.
SMILES,D1 antagonist,D2 antag,TRHR PAM,D1 agonist,D1 PAM,D2 ag,RXFP1 antagonist,D2 potentiator,TRHR ag
Cc1c(NC(=O)CN2C(=O)C3C4C=CC(C4)C3C2=O)c(=O)n(-c2ccccc2)n1C (stereo unspecified),0,-14,-1,3,-8,-0.5,6,-3,1.3
CCCn1nnc(NC(=S)NC(=O)C(C)(C)C)n1,0,17,-2,2,2,0.5,-9,8,0.4
CCCOc1ccc(Br)cc1/C=N/O,-18,27,-2,43*,-12,0.2,-18,-12,-0.4
COc1cccc(CNC(=O)C2CCN(C(=O)N3CCOc4ccc(Cl)cc43)CC2)c1OC,-27,nt,-7,-1,-5,1.3,-3,7,-0.8
COc1ccc(OC)c2[nH]c(=O)c(CCNC(=O)c3cc4ccccc4o3)cc12,-6,-8,-10,1,-7,-0.2,nt,10,-1.4
O=C(c1ccc(Cl)c(S(=O)(=O)N2CCOCC2)c1)N(Cc1ccco1)Cc1cccs1,-1,-9,-4,4,-5,-0.8,-9,6,0.0
Cc1onc(NC(=O)c2ccc([N+](=O)[O-])o2)c1Br,-5,9,-1,2,-2,0.4,5,-9,0.9
O=C(Nc1cccc2c1CCCC2)c1cc([N+](=O)[O-])ccc1Cl,6,25,-8,-3,-5,-0.1,2,13,-0.2
O=C(OCC(=O)N1c2ccccc2Sc2ccccc21)C1CC(=O)N(Cc2ccco2)C1 (stereo unspecified),5,19,-1,23,0,0.1,-11,8,1.0
O=C(CN1CCCc2ccccc21)N/N=C/c1ccc(O)cc1O,11,4,-4,3,-4,0.1,-9,1,-0.4
O=C(c1ccc(N2CCCC2=O)cc1)N1CCOCC1,4,-6,-1,0,2,1.0,-1,12,0.5
COc1ccc(C(=O)CSc2ncn[nH]2)cc1OC,4,10,-3,1,-14,0.6,-9,-1,0.3
O=S(=O)(NC1CCCCC1NCc1ccco1)c1ccc(Cl)cc1 (stereo unspecified),4,-16,-3,-1,-4,0.1,-5,2,1.3
Cc1nc2scc(-c3ccco3)c2c(=O)n1/N=C/N(C)C,11,0,0,-1,7,-1.7,-15,4,-0.2
C/C(=N\OC(=O)c1ccc(F)cc1)c1sc(-c2ccccc2)nc1C,-8,6,-3,2,-6,0.8,-2,-5,-0.3
Cc1cc(OC(C)C(=O)NCc2ccccn2)c2c(C)cc(=O)oc2c1 (stereo unspecified),5,nt,-6,4,-5,nt,10,nt,-1.0
COC(=O)Nc1ccc(S(=O)(=O)Nc2cnc3ccccc3n2)cc1,nt,-10,-6,0,-2,2.2,-4,1,0.5
CC(C)(C)NC(=O)C1c2ccccc2Oc2ccccc21,-8,47*,6,1,-2,0.0,-6,12,0.1
Oc1ccc(C[C@@H]2CNCCN2CCc2cccc3ccccc23)cc1,-4,7,-6,8,0,2.3,nt,-9,0.5
NC(=O)CCn1nc(-c2ccccc2)c2ccccc2c1=O,-4,-1,-1,2,-6,-2.6,4,-6,0.3
COc1ccccc1C(=O)N1CCN(c2nc3cc(C)c(C)cc3cc2C#N)CC1,-5,15,-2,-3,-5,1.4,-2,13,-0.6
COc1cccc(-c2nnc(SCC(=O)OC(C)C)n2N)c1,1,5,-21,2,-1,0.6,-15,0,0.3
NNc1nc(-c2ccccc2)cc(-c2ccccc2)n1,1,4,-3,5,-4,-1.5,-6,-3,-0.4
CCc1ccc(CNC(=O)c2ccc(CS(=O)c3ccc(Br)cc3)o2)cc1 (stereo unspecified),7,nt,-3,3,0,0.2,-20,3,-1.2
O=C1/C(=C2/NCCN2C2CC(=O)N(c3ccccc3)C2=O)CC/C1=C\c1ccccc1 (stereo unspecified),9,4,1,1,9,-0.6,12,2,1.0
N/C(CC(=O)Nc1cccc(C(F)(F)F)c1)=N/O,-8,-2,-10,2,2,0.4,6,-9,0.1
Cc1c(CC(=O)O)c(=O)oc2cc3c(cc12)CCC(C)(C)O3,-3,-10,3,2,1,-0.7,9,-1,0.4
CC(C)C1Oc2ccccc2N(CC(=O)N(Cc2ccccn2)CC2CCCO2)C1=O (stereo unspecified),-3,nt,-16,5,-1,nt,8,3,0.1
COc1ccccc1NC(=O)CSc1nc2c(oc3ccccc32)c(=O)n1C,-12,11,-4,4,-5,0.0,-5,-5,0.1
Cc1ccc(OC(=O)c2cccc(S(=O)(=O)N3CCCC3)c2)c(-n2nc3ccccc3n2)c1,-26,3,-6,8,-9,-0.2,5,-1,-0.4
O=C(O)c1cccc2c1C(=O)c1ccc(-c3ccc(Cl)c(C(F)(F)F)c3)cc1S2(=O)=O,-8,12,4,28,4,0.2,nt,14,-0.4
O=C1C2CCCN2C(c2ccccc2)N1c1ccc(Cl)cc1 (stereo unspecified),-15,23,-8,-1,-5,-0.9,-2,-9,0.1
CC(NC(=O)c1ccc(CSc2nc3ccncc3n2Cc2ccc(F)cc2)cc1)c1ccccc1 (stereo unspecified),-1,nt,0,7,-3,-0.2,-13,-5,0.8
Cc1ccc(S(=O)(=O)n2nc(C)c(Br)c2C)c(C)c1C,0,-1,-10,3,-4,1.1,6,-1,0.3
CC(C)CN1C(=O)C(=O)N(CC(=O)N2c3ccccc3NC(=O)CC2C)C1=O (stereo unspecified),-11,18,5,2,-3,-0.2,-13,-1,-0.8
O=C(CN(CCCN1CCOCC1)C(=O)Cn1nnc(-c2ccc(F)cc2)n1)NC1CCCCC1,-6,1,-3,-1,-2,0.8,-12,-10,0.2
Cn1ccnc1SCC(=O)c1ccc(O)cc1,6,nt,30,3,-9,nt,-1,nt,0.3
CCOC(=O)c1c(C)[nH]c(C(=O)OCC(=O)Nc2ccc(Cl)cn2)c1C,5,-13,1,1,11,-0.3,1,9,-0.2
COC(=O)c1c(NC(=S)Nc2ccccc2Cl)sc(C)c1C,2,-6,5,1,-3,0.1,-107*,3,-0.4
O=[N+]([O-])c1ccc(NC(=S)N/C(=N/CS(=O)(=O)c2ccccc2)c2ccccc2)cc1,-6,11,3,4,-2,0.5,-4,-8,-0.3

# Profiles, looked up by structure. Screens in order: D1 antagonist | D2 antag | TRHR PAM | D1 agonist | D1 PAM | D2 ag | RXFP1 antagonist | D2 potentiator | TRHR ag
# Listed for O=[N+]([O-])c1ccc(NC(=S)N/C(=N/CS(=O)(=O)c2ccccc2)c2ccccc2)cc1 → -6 | 11 | 3 | 4 | -2 | 0.5 | -4 | -8 | -0.3
# Listed for O=C1C2CCCN2C(c2ccccc2)N1c1ccc(Cl)cc1 (stereo unspecified) → -15 | 23 | -8 | -1 | -5 | -0.9 | -2 | -9 | 0.1

# Later entries:
SMILES,D1 antagonist,D2 antag,TRHR PAM,D1 agonist,D1 PAM,D2 ag,RXFP1 antagonist,D2 potentiator,TRHR ag
O=C(Cc1ccc(Cl)c(Cl)c1)Nc1ccc(SC(F)F)cc1,-7,14,7,3,-12,0.4,-31,-5,-0.2
O=C(NCc1cccnc1)C1CCCN(S(=O)(=O)c2ccc(Cl)cc2)C1 (stereo unspecified),2,1,-2,3,1,-0.1,2,10,-0.7
Cc1cc(OC(=O)Cc2cccc3ccccc23)c([N+](=O)[O-])c(=O)[nH]1,4,-23,-1,-1,-1,0.7,-13,11,0.2
COc1ccccc1CN1CC(C(=O)NCCN2CCOC2=O)CCC1=O (stereo unspecified),-10,2,0,3,-4,0.5,2,-4,-0.2
CCOc1ccc(NC(=O)COc2ccc(C(=O)NC3CCCc4ccccc43)cc2OC)cc1 (stereo unspecified),8,-7,3,1,-1,0.4,5,8,0.0
COC(=O)c1c(NC(=O)CC2SC(N)=NC2=O)sc2c1CCC(C(C)(C)C)C2 (stereo unspecified),13,22,5,1,23,13,-8,24,0.2
O=C(N/N=C/c1ccc(C(F)(F)F)cc1)c1ccncc1,-3,nt,6,0,-3,nt,3,nt,-0.4
O=C(O)[C@]1(S(=O)(=O)c2ccccc2)C[C@@H]2ON=C(c3cccc(Br)c3)[C@@H]2C1,-20,-6,-6,2,0,3.6,nt,-20,-0.2
Cc1cc(-c2onc(C)c2C(N)=O)no1,-5,2,1,4,-1,0.4,-4,-7,0.5
Cc1cc2cc(CNC(=O)COc3ccccc3)ccc2n1C,-2,-5,1,3,-3,-1.0,-2,11,-0.3
CC(=O)c1c(C)[nH]c(C(=O)OCn2nnc3ccccc3c2=O)c1C,-25,-8,-4,9,-3,-0.2,7,-4,2.2
CCC(C(=O)NC(C)(C)C)N(Cc1ccc(F)cc1)C(=O)c1snc(C(N)=O)c1N (stereo unspecified),6,5,-1,0,3,-0.8,-4,15,-1.0
O=C(COC(=O)c1ccc(F)cc1)NCCc1ccc(F)cc1,-5,6,-2,3,-6,0.2,3,0,-0.8
CC(C)[C@H](NC(=O)c1cccc(S(=O)(=O)N2CCCC2)c1)c1nc2ccccc2[nH]1,-7,-6,-2,0,5,-0.9,11,-3,-1.5
C1CN(CC23CC4CC(CC(C4)C2)C3)CCO1,6,8,1,0,6,2.7,-8,-18,0.8

# Of the compounds above, these have a Cl atom:
SMILES,D1 antagonist,D2 antag,TRHR PAM,D1 agonist,D1 PAM,D2 ag,RXFP1 antagonist,D2 potentiator,TRHR ag
COc1cccc(CNC(=O)C2CCN(C(=O)N3CCOc4ccc(Cl)cc43)CC2)c1OC,-27,nt,-7,-1,-5,1.3,-3,7,-0.8
O=C(c1ccc(Cl)c(S(=O)(=O)N2CCOCC2)c1)N(Cc1ccco1)Cc1cccs1,-1,-9,-4,4,-5,-0.8,-9,6,0.0
O=C(Nc1cccc2c1CCCC2)c1cc([N+](=O)[O-])ccc1Cl,6,25,-8,-3,-5,-0.1,2,13,-0.2
O=S(=O)(NC1CCCCC1NCc1ccco1)c1ccc(Cl)cc1 (stereo unspecified),4,-16,-3,-1,-4,0.1,-5,2,1.3
O=C(O)c1cccc2c1C(=O)c1ccc(-c3ccc(Cl)c(C(F)(F)F)c3)cc1S2(=O)=O,-8,12,4,28,4,0.2,nt,14,-0.4
O=C1C2CCCN2C(c2ccccc2)N1c1ccc(Cl)cc1 (stereo unspecified),-15,23,-8,-1,-5,-0.9,-2,-9,0.1
CCOC(=O)c1c(C)[nH]c(C(=O)OCC(=O)Nc2ccc(Cl)cn2)c1C,5,-13,1,1,11,-0.3,1,9,-0.2
COC(=O)c1c(NC(=S)Nc2ccccc2Cl)sc(C)c1C,2,-6,5,1,-3,0.1,-107*,3,-0.4
O=C(Cc1ccc(Cl)c(Cl)c1)Nc1ccc(SC(F)F)cc1,-7,14,7,3,-12,0.4,-31,-5,-0.2
O=C(NCc1cccnc1)C1CCCN(S(=O)(=O)c2ccc(Cl)cc2)C1 (stereo unspecified),2,1,-2,3,1,-0.1,2,10,-0.7

# Random draw from the library. Share with any hit: about 7.3%.
